Compound activity (PubChem)
KDM4E inh – blocks human JMJD2E demethylase activity; hit rate 1.6% among 230,000; Potency, µM (highest dose often 57.1 µM), for the others: top-dose activity change, negative = inhibition, most hits filed as inhibitors; JMJD2E catalytic domain, FDH-coupled NADH fluorescence (FDH is formaldehyde dehydrogenase); B2RXH2; active = well fitted inhibition curve with a large enough effect, not every such curve was filed as active; inconclusive = small, poorly fitted or top-dose-only effect, or another doubt; inactive = no such curve, though single readings can be large or run the other way;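 note: 0% = wells with enzyme and -100% = buffer wells without enzyme; nearly all actives have a fitted effect of over 50% in size; many of its hits are not listed in these tables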
KinaseGlo FLuc – Kinase-Glo luciferase inhibition (counter-screen) | Q27757 | Kinase-Glo luciferase, ATP luminescence, 8 min | Potency, µM (highest dose often 38.3 µM), inactives show at the highest dose activity change, negative = inhibition, hits mostly inhibitors | hit rate 0.28% among 200,000 | AID 1379; note: % is set by controls: 0 for no effect and ±100 for the full control effect; nearly all actives have a fitted effect of over 60% in size
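Recombinant Kinase-Glo luciferase, 10 uM ATP (linear range), luciferin; imidazole pH 7.2 / KCl / MgCl2 / Tween / BSA buffer; 8 min RT; luminescence.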
Epigenetic reg – epigenetic control regulation, reporter derepression. murine LDR cells, GFP reporter derepression, 30 h. Potency, µM (top dose mostly 53.9 µM), inactives show at the top dose GFP activation, most hits filed as activators. hit rate 0.2% among 280,000. AID 1865; note: % of control where 0% means no effect; nearly all actives have a fitted effect of over 60% in size
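Derepression of a silenced CMV-GFP reporter in murine LDR cells is scored by enumerating GFP-positive cells with a laser-scanning microplate cytometer after 30 hours of treatment at 37 C.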
RECQ1 inh – RECQ1 (human) helicase inhibition; AID 2549; hit rate 0.54% among 240,000; P46063; RECQ1 DNA unwinding, red fluorescence kinetic read; Potency, µM (doses to about 57.3 µM), for the others: at the highest dose activity, negative = inhibition, actives largely listed as inhibitors;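 note: plate controls were vehicle for no effect and no enzyme for full effect; nearly all actives have a fitted effect of over 30% in size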
Target sequence (P46063 whole entry, looked up): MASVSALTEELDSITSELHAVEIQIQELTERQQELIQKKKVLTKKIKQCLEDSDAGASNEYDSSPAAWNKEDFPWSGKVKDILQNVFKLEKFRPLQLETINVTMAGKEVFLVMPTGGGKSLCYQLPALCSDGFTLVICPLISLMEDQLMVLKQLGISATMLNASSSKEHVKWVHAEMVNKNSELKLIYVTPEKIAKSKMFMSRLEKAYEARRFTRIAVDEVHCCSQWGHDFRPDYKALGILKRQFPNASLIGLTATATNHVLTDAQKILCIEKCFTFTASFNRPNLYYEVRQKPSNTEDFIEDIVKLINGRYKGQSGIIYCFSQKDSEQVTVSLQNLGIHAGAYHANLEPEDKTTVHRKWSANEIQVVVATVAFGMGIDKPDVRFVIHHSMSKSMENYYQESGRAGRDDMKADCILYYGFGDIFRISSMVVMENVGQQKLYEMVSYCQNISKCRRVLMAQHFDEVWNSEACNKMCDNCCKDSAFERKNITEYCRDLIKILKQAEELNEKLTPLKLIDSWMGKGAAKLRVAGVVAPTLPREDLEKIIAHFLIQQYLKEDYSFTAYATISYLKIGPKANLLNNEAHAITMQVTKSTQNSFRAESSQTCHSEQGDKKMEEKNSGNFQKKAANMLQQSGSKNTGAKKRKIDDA
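50 nM RECQ1T1 preincubated 15 min with compound in Tris pH 8.0 buffer with MgCl2, DTT, Tween-20 and 2.5 ug/ml poly(dI-dC); started with 200 nM TAMRA/BHQ-2 forked duplex and 2 mM ATP. Unwinding read as fluorescence (525/598 nm), two reads 2 h apart.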
RGS12 GoLoco inh – RGS12 GoLoco-Gai1 interaction inhibition; Gai1:RGS12 GoLoco peptide FP, rhodamine, 10 min; Potency, µM (highest dose often 61.6 µM), inactives show at the highest dose activity, negative = inhibition, most hits filed as inhibitors; hit rate 0.44% among 230,000; P63096; active = well fitted inhibition curve with a large enough effect, not every such curve was filed as active; inactive = no such curve, though single readings can be large or run the other way; note: % is set by controls: 0 for no effect and ±100 for the full control effect; nearly all actives have a fitted effect of over 30% in size; many of its hits are not listed in these tables
Target sequence (P63096 whole entry, looked up): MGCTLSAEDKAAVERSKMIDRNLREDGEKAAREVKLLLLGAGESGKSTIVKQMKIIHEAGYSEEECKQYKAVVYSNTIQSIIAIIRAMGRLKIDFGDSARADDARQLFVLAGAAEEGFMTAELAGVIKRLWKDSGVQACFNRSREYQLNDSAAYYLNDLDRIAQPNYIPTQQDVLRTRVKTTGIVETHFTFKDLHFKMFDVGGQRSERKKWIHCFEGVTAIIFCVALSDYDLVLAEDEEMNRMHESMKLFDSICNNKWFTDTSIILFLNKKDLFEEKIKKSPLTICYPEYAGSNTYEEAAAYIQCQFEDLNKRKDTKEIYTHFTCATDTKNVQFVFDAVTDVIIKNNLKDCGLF
NPSR antagonist – antagonists of human neuropeptide S receptor cAMP signaling | CHO-NPSR cells, cAMP TR-FRET, antagonist mode | Potency, µM (titrated, usually from 38.3 µM), without a hit: top-dose activity change, negative = inhibition, hits mostly inhibitors | hit rate 1% among 220,000; note: % is set by controls: 0 for no effect and ±100 for the full control effect; nearly all actives have a fitted effect of over 50% in size; many of its hits are not listed in these tables
SMN2 splice up – enhancers of SMN2 splice variant expression; AID 1458; HEK293 SMN2-luciferase splicing reporter, luminescence, 30-36 h; Potency, µM (top dose mostly 46.1 µM), for the others: top-dose activity change, positive = activation, actives largely listed as activators; hit rate 2.8% among 210,000; note: % of control where 0% means no effect; nearly all actives have a fitted effect of over 55% in size
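HEK293 cells carry an SMN2 minigene-luciferase reporter in which exon 7 inclusion puts luciferase in frame. Cells were seeded at 2000 cells/well, attached for 10-12 hours, then exposed to compounds for 30-36 hours at 37C before ONE-Glo luminescence.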
IMPase Li inh – IMPase inhibition in cells with lithium potentiation. Potency, µM (highest dose often 59.4 µM), inactives show at the top dose activity, negative = IMPase inhibition, most hits filed as inhibitors. hit rate 0.35% among 210,000. CHO-M1 cells, IP1 TR-FRET (IP-One), carbachol + lithium;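 note: IP1 builds up when IMPase is blocked and the TR-FRET signal falls; plate controls were basal vehicle for no effect and high inhibitor control for full effect; nearly all actives have a fitted effect of over 50% in size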
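Readout is a homogeneous TR-FRET IP1 immunoassay (Ex 320, Em 665 and 620), where raised cytosolic IP1 lowers signal. Cells were CHO-M1 treated 30 min at 37C with test compounds plus a little lithium; AC50 values came from Hill-equation fitting.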
Starred values were filed as active, the others as inactive; i = inactive; ? = inconclusive; . = not tested or not shown; & = joins results of further samples; [ ] = dose if it differs, or a comment. Unless noted, calls come from the whole dose curve; as a rule, active = well fitted curve in the direction sought with a large enough effect; inconclusive = small, poorly fitted or top-dose-only effect, or another doubt; inactive = no such curve, though single readings can be large; an effect the other way counts as inactive or inconclusive. Potency is the fitted concentration of half-maximal effect.

SMILES	KDM4E inh	KinaseGlo FLuc	Epigenetic reg	RECQ1 inh	RGS12 GoLoco inh	NPSR antagonist	SMN2 splice up	IMPase Li inh
CCOC(=O)c1cccc(NC(=O)CN(c2ccc(OC)cc2)S(=O)(=O)c2c(C)noc2C)c1	3%	1%	0.9%	-15%	-3%	?	-27%	0%[38.3 µM]
CSc1nnc(N(CCC#N)CCC#N)s1	-1%	.	1.8%	i	.	10%[46.1 µM]	.	.
CC(CNC(=O)CCc1nnc(CCC2CCCCC2)o1)c1ccccc1 (stereo not given)	8%	2%	3.5%	0%	5%	16%	.	6%
O=C(c1ccc(Br)o1)N1CCN(c2ncccn2)CC1	-11%	18%	4.9%	-6%	8%	-1%[46.1 µM]	-27%	17%[38.3 µM]
O=C(CSc1ncn[nH]1)Nc1ccc(OCc2ccccc2)cc1	-19%	-1%	0.9%	5%	4%	13%	?	12%
COc1cc(NC(=O)c2ccccc2)c(OC)cc1NC(=O)Cc1cccs1	.	-6%	-1.0%	13µM*	40%[activator]	26%	.	-1%
COc1cccc(S(=O)(=O)NCC(=O)Nc2ccc(C(C)(C)C)cc2)c1	2%	-3%	1.1%	-12%	-2%	-5%	-17%	2%
N[C@H](Cc1cc(I)c(Oc2ccc(O)c(I)c2)c(I)c1)C(=O)O	-4%[25.5 µM]	2%[17.1 µM]	1.1%[16.9 µM]	-8%[25.9 µM]	3%[21.6 µM]	.	3%[20.6 µM]	-3%
CCOc1ccc(N2CC(C(=O)NC(C)C)CC2=O)cc1 (stereo not given)	3%	-4%	1.3%	9%	-19%	1%[46.1 µM]	-1%	1%[38.3 µM]
Cc1cc(C)nc(SCC(=O)Nc2ccc(S(=O)(=O)NCCO)cc2)n1	4%	-1%	2.4%	-4%	-2%	-4%[46.1 µM]	-1%	32%[activator][38.3 µM]
COc1ccc(OCc2nnc(SCC(=O)N3CCCc4ccccc43)n2-c2ccc(C)cc2)cc1	-2%	-2%	1.5%	i	-7%	?	-21%	41%[38.3 µM]
Cn1c2c(c(=O)n(C)c1=O)C(c1ccc(Cl)cc1)C(C#N)=C(N)O2 (stereo not given)	-5%	-1%	-0.9%	-4%	5%	-1%	18%[1.84 µM]	10%
CCCCCCCCC(=O)N/N=C(\C)c1cccnc1	-6%	0%	8.1%	-3%	-2%	-9%[46.1 µM]	-22%	3%
O=C(O/N=C1\CCCc2ccccc21)c1cccs1	-4%	?	-0.3%	i	2%	-11%	0%	-7%
O=C(N/N=C/c1ccc([N+](=O)[O-])o1)C(O)c1ccccc1 (stereo not given)	-4%	.	0.0%	i	4%	-21%	.	.
OC(CCCN1CCCCC1)(c1ccccc1)c1ccccc1	?	3%	-1.1%	-16%	6%	-4%	-10%	22%&27%
N[C@@H](CCC(=O)N[C@H](CSN=O)C(=O)NCC(=O)O)C(=O)O	?	-2%	0.0%	-5%	-8%	-5%[46.1 µM]	7%	-5%
COCCCNC(=O)CCc1nnc(Cc2ccc(-c3ccccc3)cc2)o1	13%	.	1.1%	-13%	-8%	-2%	.	-1%
COc1ccccc1NS(=O)(=O)c1cc(NC(=O)CNC(=O)c2cc(C)cc(C)c2)ccc1C	-1%	-2%	-1.1%	2%	3%	-7%	-36%[inhibitor]	4%
COC(=O)c1c(NC(C)=O)sc(C(=O)Nc2ccccc2F)c1C	-20%	5%	14%	i	0%	-15%	7.1µM*	0%
O=C(/C=C/c1ccc(F)cc1)NC(=S)Nc1ccccc1C(=O)NC1CCCCC1	-10%	-5%	5.8%	i	0%	0%[46.1 µM]	-10%	1%[38.3 µM]
CCC(CC)C(=O)Nc1ccc(C)c(O)c1	-3%	4%	-3.4%	i	3%	-2%[46.1 µM]	-13%	-7%[38.3 µM]
COc1ccccc1NC(=O)NCCN1CCNC1=O	-2%	.	16%	-7%	9%	-16%	.	.
O=c1[nH]c2ccc(NC(=S)Nc3ccc(Cl)cc3)cc2[nH]1	-1%	-1%	-0.3%	i	2%	0%[46.1 µM]	-13%	26%[38.3 µM]
O=C(CCC1CCCN(Cc2cccc(Cl)c2)C1)NCc1ccccc1F (stereo not given)	2%	.	0.0%	-2%	-2%	7%	.	.
O=C(NCc1ccco1)c1nn2c(C(F)(F)F)cc(-c3cccs3)nc2c1Cl	4%	-3%	8.4%	-1%	8%	-4%[46.1 µM]	-23%	11%[38.3 µM]
C/C=C(\C)C(=O)NCCN1C2=NC[C@H](Cc3ccc(O)cc3)N2C[C@@H]1Cc1ccc(OC)cc1	6%	.	-2.0%	-12%	-4%	-4%	.	12%
Cn1cc(/C=C(\C#N)C(=O)Nc2cccc([N+](=O)[O-])c2)c2ccccc21	5%	11%	?	4%	4%	-27%	-31%[inhibitor]	-5%
CCCCN1CNC(=S)N(c2ccccc2OCC)C1	0%	0%	0.0%	-4%	-4%	-10%[46.1 µM]	6%	-2%
COC(=O)C1=C(C)NC(=O)C1(NC(=O)CN1CCCC1=O)C(F)(F)F (stereo not given)	2%	1%	-1.0%	10%	-1%	3%	?	6%
COc1cccc(N2C(N)=NC(N)=NC2(C)C)c1	-1%	2%	-2.7%	-22%	-3%	9%[46.1 µM]	-20%	19%[38.3 µM]
COc1ccc(CNC(=O)CN(c2cccc([N+](=O)[O-])c2)S(C)(=O)=O)cc1	-4%	-2%	1.3%[10.1 µM]	i	7%	2%	-8%	7%
CCCNC(=O)N1CCCC(C(N)=O)C1 (stereo not given)	-2%	-3%	0.0%	-9%	5%	9%	-10%	-1%
O=C(Cn1c(NCCCO)nc2ccccc21)c1ccco1	-6%	-7%	1.3%	-8%	-3%	-13%[46.1 µM]	-8%	6%[38.3 µM]
CC1=C(C(=O)Nc2cc(-c3cccc(F)c3)[nH]n2)C2(CCCCC2)OC1=O	-3%	-3%	-0.8%	-16%	6%	-13%[46.1 µM]	1%	-3%[38.3 µM]
O=C(O)CNC(=O)c1ccccc1Br	-10%	2%	-1.8%	-9%	-11%	22%	2%	6%
COc1ccc(N(C(=O)COc2ccccc2OC)S(=O)(=O)c2ccc(C)cc2)cc1	-5%	-2%	-2.1%	-1%	2%	-21%[46.1 µM]	-9%	-3%[38.3 µM]
CCOC(=O)N1CCN(C(=O)CCCn2nc(C)c3sc4ccccc4c3c2=O)CC1	-6%	-4%	-1.0%	12%	-6%	1%[46.1 µM]	-10%	15%[38.3 µM]
O=CN1CCc2c([nH]c3ccccc23)C1c1cccc2cccnc12 (stereo not given)	-6%	-1%	-0.1%	-5%	38%[activator]	.	-7%	-2%
COc1ccc(-n2c(C)cc(C)c(C(C)=O)c2=S)cc1	1%	-6%	-6.9%	i	8%	4%	13%	-4%
COc1ccccc1N1CCN(C(=O)c2ccc(CSc3ccccc3)cc2)CC1	-5%	0%	-1.0%	i	-1%	-31%	-8%	19%
CC(=O)N1CCN(C(=O)COc2ccccc2C(=O)Nc2ccccc2)CC1	6%	1%	2.6%	i	-8%	-7%	0%	12%
Cc1cccc(C)c1N1C(=O)CC(N2CCSCC2)C1=O (stereo not given)	-17%	.	1.1%	2%	-2%	14%	.	.
CC(=O)N(CCCN(C)C)CCC(C)CCC=C(C)C (stereo not given)	7%	0%	-1.0%	i	-1%	-8%[46.1 µM]	-11%	24%[38.3 µM]
Cc1ccccc1NC(=S)NCc1ccc2[nH]c3c(c2c1)CCCC3	-8%	2%	0.3%	-1%	5%	-2%	-72%[inhibitor]	33%[activator]
CCc1n[nH]c(=S)n1/N=C/c1cc(OC)cc([N+](=O)[O-])c1O	2%	-21%	-1.5%	?	12%	-18%	1%	12%
CC(Sc1nc(-c2ccccc2)cc(C(F)(F)F)n1)C(=O)Nc1ccc2c(c1)OCO2 (stereo not given)	7%	1%	1.1%	i	-2%	-14%	-5%	2%
Cc1cc2oc(C(=O)Nc3cccnc3)c(C)c2cc1C	-9%	1%	-0.2%	-2%	3%	-7%[46.1 µM]	-13%	-2%[38.3 µM]
COCCNC(=O)C(=O)N/N=C/c1cccs1	1%	0%	-0.7%	-3%	2%	18%	-2%	-3%
O=C(Nn1c(-c2ccccc2)nc2ccccc2c1=O)c1ccc([N+](=O)[O-])cc1	0%	1%	-3.2%	6%	0%	17%	9%	-4%
COC(=O)C(C)(C)NC(=O)c1cccs1	9%	-3%	-4.4%	-3%	-17%	-2%[46.1 µM]	-2%	-12%[38.3 µM]
COc1ccc(N2CC(C(=O)NCc3ccccc3)CC2=O)cc1 (stereo not given)	1%	12%	1.6%	-5%	1%	-5%[7.67 µM]	-4%	-10%[38.3 µM]
CCCNC(=O)N(C)c1nncnc1C(=O)NC	4%	-4%	-4.0%	i	-8%	-5%[46.1 µM]	20%	-5%[38.3 µM]
COc1ccc(C(=O)NNC(=O)Nc2ccc(Cl)cc2)cc1	11%	0%	1.1%	i	4%	8%	6%	2%
COc1cccc(N=Nc2c(N)[nH]n3c(=O)c4c(nc23)CCCC4)c1	-4%	3%	-5.6%	i	-2%	54%	.	25%
Cc1ccc(CSCC(Nc2ccc(C(=O)O)cc2[N+](=O)[O-])C(=O)O)cc1 (stereo not given)	1%	-3%	-1.0%	19%	4%	-6%[46.1 µM]	11%	25%[38.3 µM]
Cc1ccc(C2C3=C(CC(C)(C)CC3=O)N(CCN3CCOCC3)C3=C2C(=O)CC(C)(C)C3)cc1	?	-3%	-1.0%	i	-1%	-18%[46.1 µM]	-8%	-12%[38.3 µM]
COc1ccc(N2C(=O)CC(SC(C)C)C2=O)cc1 (stereo not given)	2%	1%	-2.2%	-5%	-4%	2%	7%	-2%
COc1ccc(-c2n[nH]c(=S)n2/N=C/c2cccn2C)cc1	5%	.	2.8%	1%	8%	26%	.	.
COc1ccc(C(=O)CN2C(=O)c3ccccc3C2=O)cc1	6%	.	0.1%	-9%	-3%	-4%	.	.
O=C(Nc1ccc(CN2CCCCC2)cc1)c1c(F)c(F)c(F)c(F)c1F	0%	-2%	0.9%	i	14%	10%	2%	15%
O=C1N[C@@H](Cc2ccccc2)[C@@H](c2ccco2)O1	7%	.	1.1%	i	1%	6%	.	.

An excerpt; rates above refer to the full screens.
